V1aR counter: V1a receptor agonism, counter-screen for OXTR agonists. AID 2797. P37288. CHO-V1R cells, Fluo-8 calcium fluorescence, agonist mode; 0% DMSO, 100% 3 nM vasopressin. activation, % at 3 µM. 0.25% of 320,000 active;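 active = activation above the mean activation of all tested compounds plus 3 SD, per screening run, cut at about 20% in these data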;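 also: signal is peak over basal fluorescence ratio across a 100 second FLIPR read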
M1 PAM: positive allosteric modulators of human M1 muscarinic receptor | activation, % at 3 µM | 0.088% of 360,000 active | CHO-K1 hM1, Fluo-8 calcium fluorescence, ACh EC20; 0% = ACh EC20, 100% = maximal ACh; in the data active = activation above about 19%, passing the limit was not always enough
Target sequence (P11229 whole entry, looked up): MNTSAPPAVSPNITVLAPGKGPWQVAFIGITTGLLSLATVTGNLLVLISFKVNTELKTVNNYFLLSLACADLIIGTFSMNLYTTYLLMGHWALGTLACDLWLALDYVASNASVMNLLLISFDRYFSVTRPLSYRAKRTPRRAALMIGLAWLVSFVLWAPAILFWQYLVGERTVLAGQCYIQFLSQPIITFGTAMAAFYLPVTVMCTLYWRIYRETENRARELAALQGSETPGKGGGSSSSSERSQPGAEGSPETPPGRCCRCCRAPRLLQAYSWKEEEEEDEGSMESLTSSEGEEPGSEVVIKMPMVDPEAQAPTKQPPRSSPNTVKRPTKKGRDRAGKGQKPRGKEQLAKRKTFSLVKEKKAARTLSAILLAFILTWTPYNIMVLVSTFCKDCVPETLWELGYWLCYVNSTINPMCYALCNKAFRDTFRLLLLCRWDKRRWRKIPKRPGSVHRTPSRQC
OXTR agonist: activates the human oxytocin receptor | P30559 | CHO-OTR cells, Fluo-8 calcium fluorescence; normalized: DMSO 0%, oxytocin 100% | activation, % at 3 µM | 0.32% of 320,000 active;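 active = activation above the mean of all tested compounds plus 3 SD, cutoff set per screening run, cut at about 20% in these data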;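 also: peak over basal fluorescence ratio from a 100 s FLIPR kinetic read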
Target sequence (P30559 whole entry, looked up): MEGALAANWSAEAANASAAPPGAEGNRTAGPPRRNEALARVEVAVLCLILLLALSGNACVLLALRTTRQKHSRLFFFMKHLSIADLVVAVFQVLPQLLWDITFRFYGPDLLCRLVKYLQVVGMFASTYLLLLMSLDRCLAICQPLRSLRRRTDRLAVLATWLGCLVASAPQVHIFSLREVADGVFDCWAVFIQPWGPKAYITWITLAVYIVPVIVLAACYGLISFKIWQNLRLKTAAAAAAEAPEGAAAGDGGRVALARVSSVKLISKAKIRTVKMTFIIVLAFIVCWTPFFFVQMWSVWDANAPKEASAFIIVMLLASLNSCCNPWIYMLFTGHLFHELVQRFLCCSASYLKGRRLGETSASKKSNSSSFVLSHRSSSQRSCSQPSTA
CHRM1 antagonist: human CHRM1 antagonism. CHO-K1 hM1, Fluo-8 calcium fluorescence, ACh EC80 antagonist. inhibition, % at 3 µM. 1.3% of 360,000 active;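 active = percent inhibition above its own plate's cutoff, namely the mean of that plate's compound wells plus 3 SD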;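 also: peak over basal fluorescence ratio during 140 s after agonist addition; 0% = ACh EC80 plus DMSO and 100% = DMSO alone without agonist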
OXTR potentiator: potentiates the human oxytocin receptor response; P30559; 0.061% of 320,000 active; CHO-OTR cells, Fluo-8 calcium fluorescence, potentiator mode; 0% = oxytocin EC15, 100% = EC100; activation, % at 3 µM;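 active = activation above that plate's cutoff, the mean activation of tested compounds plus 3 SD, cut at about 6.6% in these data, passing the limit was not always enough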;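 also: 100% uses oxytocin at 75 nM as the full agonist control; some results filed as inactive read as strong as hits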
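System: human OTR in CHO cells / Also added: sub-maximal oxytocin, roughly EC15 / Control set: EC15 oxytocin low, 75 nM oxytocin high / Schedule: 6 min compound pre-incubation at room temperature, 100 s kinetic read / Compound: single-point 3.0 µM / Replication: singlicate / Technique: Fluo-8 calcium dye fluorescence / Read-out basis: % activation of max/min ratio relative to oxytocin controls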
CHO parental Ca: signal in parental CHO cells, OX1R antagonist counter-screen; parental CHO-K1, ATP-induced calcium, Fluo-8 fluorescence; inhibition, % at 5.6 µM; 0.63% of 330,000 active; AID 463079;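 active = inhibition above that plate's mean sample inhibition plus 3 SD, cut at about 26% in these data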;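 also: 0% = ATP-challenged DMSO wells and 100% = DMSO wells without ATP; some compounds past the cut are filed as inactive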
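Material: Parental CHO cells | Reagent: ATP | Compound dosing: Single nominal dose of 5.6 µM per compound | Detection: Intracellular calcium via Fluo-8 no-wash fluorescent dye | Read-out: % inhibition of ATP-induced calcium mobilization | Benchmarks: Low control ATP plus DMSO, high control DMSO only | Replicates: Singlicate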
TAAR1 antagonist: antagonists of human TAAR1; Q96RJ0; CHO RD-HGA16 TAAR1, Fluo-8 calcium fluorescence, antagonist; inhibition, % at 3 µM; 1.5% of 360,000 active;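 active = inhibition above a per-plate cutoff, the mean inhibition of test compounds on that plate plus 3 SD, cut at about 49% in these data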;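 also: 0% = DMSO plus EC80 beta-PEA response and 100% = DMSO alone without agonist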
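Assay system: RD-HGA16 CHO cells with stable hTAAR1 and Gα16 / Reagent: EC80 β-phenethylamine stimulus / Doses: 3 µM, single point / Timing: dye loading 75 min at 37 °C, then 30 min room temperature / Measured by: Fluo-8 intracellular calcium dye fluorescence, real-time kinetic reads / Controls: vehicle wells and EC80 agonist wells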
CHRM1 agonist: activates human CHRM1 receptor. P11229. CHO-K1 hM1, Fluo-8 calcium fluorescence, agonist mode; 0% DMSO, 100% acetylcholine EC100. activation, % at 3 µM. 0.33% of 360,000 active;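 active = activation above the run's mean compound activation plus 3 SD, cut at about 16% in these data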;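 also: peak over basal fluorescence ratio within a 140 s kinetic read after compound addition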
TAAR1 ag: human TAAR1 agonism | 0.99% of 360,000 active | CHO RD-HGA16 TAAR1, Fluo-8 calcium fluorescence; vehicle wells 0%, saturating PEA agonist 100% | Q96RJ0 | activation, % at 3 µM | AID 624467;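 active = activation above the mean activation of all test compounds in the run plus 3 SD, cut at about 38% in these data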
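Test system: RD-HGA16 (CHO) cells co-expressing Gα16 and hTAAR1 / Benchmarks: DMSO vehicle as 0%, PEA at EC100 as 100% / Repeats: no replicates (n 1) / Measure: % activation from peak over basal fluorescence ratio, DMSO-to-PEA scaled / Timing: 17-24 h plating, Fluo-8 75 min 37 °C, 30 min RT / Technique: kinetic Fluo-8 calcium fluorescence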
* marks the source's active call; other numbers are inactive results.

Screening O=C(CN1C(=O)NC2(CCCc3ccccc32)C1=O)N1CCN(c2cccc(C(F)(F)F)c2)CC1 (configuration not stated) returned V1aR counter 16.5, M1 PAM -12.3, OXTR agonist 14.8, CHRM1 antagonist 29.4, OXTR potentiator -14.1, CHO parental Ca 2.6, TAAR1 antagonist 24.4, CHRM1 agonist -6.0 and TAAR1 ag 13.7.
Screening COc1ccc(S(=O)(=O)N2CCCC(C(=O)NCCC(C)C)C2)cc1 (configuration not stated) returned V1aR counter 0.6, M1 PAM -3.9, OXTR agonist 1.0, CHRM1 antagonist 8.4, OXTR potentiator -12.7, CHO parental Ca -8.2, TAAR1 antagonist 2.1, CHRM1 agonist -6.5 and TAAR1 ag 1.9.
For O=C(CS(=O)(=O)c1ccccc1)Nc1ccccc1Br the results were M1 PAM 14.3, CHRM1 antagonist -20.8, TAAR1 antagonist 17.0, CHRM1 agonist -2.4 and TAAR1 ag -0.5.
For O=C(c1cc(C(=O)N2CCCC2)cc([N+](=O)[O-])c1)N1CCCC1 the results were V1aR counter 0.5, M1 PAM 14.7, OXTR agonist 1.6, CHRM1 antagonist -18.1, OXTR potentiator -0.9, CHO parental Ca -12.3, TAAR1 antagonist -2.9, CHRM1 agonist -3.4 and TAAR1 ag 0.1.
For Nn1c(Cc2cccc3ccccc23)nnc1SCc1ccc(Cl)c(Cl)c1 the results were V1aR counter 0.5, M1 PAM 5.3, OXTR agonist -0.9, CHRM1 antagonist -1.8, OXTR potentiator -3.3, CHO parental Ca -15.7, TAAR1 antagonist -5.3, CHRM1 agonist -6.7 and TAAR1 ag 13.8.
`Cc1cc(NC(=O)c2ccc3c(c2)OCCO3)ccc1NC(=O)c1cc2ccccc2o1` gave V1aR counter 3.7, M1 PAM -5.5, OXTR agonist 2.6, CHRM1 antagonist 17.2, OXTR potentiator -14.9, CHO parental Ca -0.1, TAAR1 antagonist 85.2*, CHRM1 agonist 2.0 and TAAR1 ag 22.9.
Cc1ccc(Cl)cc1N(CC(=O)Nc1cccc(N(C)S(C)(=O)=O)c1)S(C)(=O)=O was read as V1aR counter 0.9, M1 PAM 8.6, OXTR agonist 1.6, CHRM1 antagonist -4.2, OXTR potentiator -4.9, CHO parental Ca -13.6, TAAR1 antagonist 6.9, CHRM1 agonist 2.9 and TAAR1 ag 3.4.
`Cc1cccc(CCNC(=O)CCc2c(C)nc3ncnn3c2C)c1` gave V1aR counter -1.4, M1 PAM 7.1, OXTR agonist -0.1, CHRM1 antagonist -3.0, OXTR potentiator -8.1, CHO parental Ca -12.0, TAAR1 antagonist 2.6, CHRM1 agonist 0.5 and TAAR1 ag 4.6.
For CC(C)CC(=O)NCCCCc1ccccc1 the results were V1aR counter -0.2, M1 PAM -9.9, OXTR agonist 0.8, CHRM1 antagonist 14.8, OXTR potentiator 7.9, CHO parental Ca -9.1, TAAR1 antagonist -1.1, CHRM1 agonist -3.1 and TAAR1 ag 5.4.
Screening N#CCCN(C(=O)c1cc2c(s1)-c1ccccc1S(=O)(=O)C2)c1ccccc1 returned V1aR counter 5.4, M1 PAM 9.8, OXTR agonist 2.6, CHRM1 antagonist -10.3, OXTR potentiator -12.3, CHO parental Ca -12.0, TAAR1 antagonist -2.9, CHRM1 agonist -1.3 and TAAR1 ag 1.4.
`CC(C)OCCCNC(=O)Cn1ccc2cc(S(=O)(=O)N3CCCCCC3)ccc21` gave V1aR counter -0.1, M1 PAM 5.8, OXTR agonist -0.6, CHRM1 antagonist -5.5, OXTR potentiator -2.5, CHO parental Ca -7.6, TAAR1 antagonist -10.1, CHRM1 agonist -1.8 and TAAR1 ag 0.2.
O=C(O)c1nn(CCSc2ccccc2F)c(=O)c2ccccc12 was read as V1aR counter 0.6, M1 PAM 0.2, OXTR agonist -1.1, CHRM1 antagonist 4.8, OXTR potentiator -7.8, CHO parental Ca -15.5, TAAR1 antagonist -7.2, CHRM1 agonist 0.5 and TAAR1 ag -1.1.
For CCc1cccc2c(C(=O)COC(=O)c3cccc(S(=O)(=O)N(C)C4CCCCC4)c3)c[nH]c12 the results were V1aR counter 1.1, M1 PAM 10.6, OXTR agonist -0.8, CHRM1 antagonist -8.4, OXTR potentiator -7.0, CHO parental Ca -3.1, TAAR1 antagonist 14.2, CHRM1 agonist -4.9 and TAAR1 ag 2.9.
For O=[N+]([O-])c1ccccc1S(=O)(=O)Nc1cccc(S(=O)(=O)N2CCCC2)c1 the results were V1aR counter 1.8, M1 PAM -4.4, OXTR agonist 2.1, CHRM1 antagonist 2.0, OXTR potentiator 1.3, CHO parental Ca -12.4, TAAR1 antagonist -7.8, CHRM1 agonist -2.1 and TAAR1 ag 13.7.
Screening CCN1CCN(c2ncnc3c2sc2nc(N4CCOCC4)c4c(c23)CCC4)CC1 returned M1 PAM 6.9, CHRM1 antagonist 2.1, TAAR1 antagonist -0.8, CHRM1 agonist -2.9 and TAAR1 ag -1.9.
Screening NC(=S)N1OC[C@@H]2COc3ccc4ccccc4c3[C@@H]21 returned V1aR counter 6.8, M1 PAM 1.1, OXTR agonist 7.8, CHRM1 antagonist -3.2, OXTR potentiator -8.8, CHO parental Ca 0.4, TAAR1 antagonist 13.3, CHRM1 agonist -6.0 and TAAR1 ag 4.2.
Screening CCc1cc(-c2[nH]ncc2-c2nc3ccccc3n2C)c(O)cc1O returned V1aR counter 0.6, M1 PAM 0.6, OXTR agonist 3.1, CHRM1 antagonist 0.3, OXTR potentiator -3.4, CHO parental Ca 2.9, TAAR1 antagonist 7.9, CHRM1 agonist -5.2 and TAAR1 ag -2.8.
Screening CCOc1ccc(C(=O)Nc2cccc(-c3ccc4nncn4n3)c2)cc1 returned V1aR counter 0.5, M1 PAM 7.2, OXTR agonist -1.0, CHRM1 antagonist -15.3, OXTR potentiator 1.2, CHO parental Ca -7.7, TAAR1 antagonist 8.5, CHRM1 agonist -2.6 and TAAR1 ag 4.3.
Screening Cc1ccc2nc(N3CCN(C(=O)CCCC(=O)O)CC3)nc(-c3ccccc3)c2c1 returned V1aR counter 1.0, M1 PAM 0.2, OXTR agonist 1.5, CHRM1 antagonist -4.5, OXTR potentiator -6.0, CHO parental Ca -7.8, TAAR1 antagonist -21.3, CHRM1 agonist -5.1 and TAAR1 ag 9.3.
For C/C(=N\Nc1nncc2ccccc12)c1cccc(OC(F)F)c1 the results were V1aR counter 0.4, M1 PAM 6.2, OXTR agonist -0.6, CHRM1 antagonist -6.3, OXTR potentiator 1.6, CHO parental Ca -33.7, TAAR1 antagonist 0.1, CHRM1 agonist -7.0 and TAAR1 ag 3.1.
Screening O=C(CNC(=S)N(Cc1ccccc1F)C1CCCCC1)NCC1CCCO1 (configuration not stated) returned V1aR counter -1.8, M1 PAM 8.4, OXTR agonist -2.3, CHRM1 antagonist -7.6, OXTR potentiator -4.8, CHO parental Ca -21.8, TAAR1 antagonist -14.9, CHRM1 agonist -6.2 and TAAR1 ag 2.4.
`Cc1ccc(NC(=O)CCn2nc(C)cc2C)cc1` gave V1aR counter 0.0, M1 PAM 0.8, OXTR agonist -0.3, CHRM1 antagonist -1.8, OXTR potentiator -16.0, CHO parental Ca 2.2, TAAR1 antagonist 10.9, CHRM1 agonist -2.0 and TAAR1 ag 0.5.
Screening O=C(Nc1nc(-c2ccccc2)cs1)c1cccs1 returned V1aR counter -1.1, M1 PAM -1.0, OXTR agonist -2.9, CHRM1 antagonist -15.3, OXTR potentiator -13.4, CHO parental Ca -28.8, TAAR1 antagonist 16.8, CHRM1 agonist -6.9 and TAAR1 ag 11.3.
CC(C)c1cc(N2CCOCC2)n2ncc(-c3ccccc3)c2n1 was read as M1 PAM 8.4, CHRM1 antagonist -8.0, TAAR1 antagonist -35.7, CHRM1 agonist 1.7 and TAAR1 ag 11.3.
For Cc1c(C)n2c(SCC(=O)Nc3cccc4ccccc34)nnc2[nH]c1=O the results were V1aR counter -0.5, M1 PAM 8.2, OXTR agonist -1.5, CHRM1 antagonist -14.4, OXTR potentiator -3.2, CHO parental Ca -14.2, TAAR1 antagonist -59.0, CHRM1 agonist -0.9 and TAAR1 ag -0.3.
Screening CCOC(=O)N1CCN(C(=O)C(C)n2nc(C)n3c(cc4sccc43)c2=O)CC1 (configuration not stated) returned V1aR counter -1.0, M1 PAM 3.5, OXTR agonist -1.5, CHRM1 antagonist -5.7, OXTR potentiator -2.3, CHO parental Ca -14.5, TAAR1 antagonist 4.0, CHRM1 agonist -10.6 and TAAR1 ag 6.6.
For CCOC(=O)/C=C1\NC(=O)CS1 the results were V1aR counter 0.6, M1 PAM -3.5, OXTR agonist 0.1, CHRM1 antagonist 16.3, OXTR potentiator -14.2, CHO parental Ca 8.6, TAAR1 antagonist -20.5, CHRM1 agonist -1.7 and TAAR1 ag -1.2.
For O=C(Oc1ccc(C(=S)N2CCOCC2)cc1Br)c1ccccc1F the results were V1aR counter 1.6, M1 PAM -0.5, OXTR agonist -0.8, CHRM1 antagonist -0.2, OXTR potentiator 0.8, CHO parental Ca -5.1, TAAR1 antagonist 1.5, CHRM1 agonist -8.1 and TAAR1 ag 2.3.
O=S(=O)(Cc1ccc(Cl)cc1)C1CCCCC1O (configuration not stated) was read as V1aR counter 0.0, M1 PAM 1.4, OXTR agonist 0.0, CHRM1 antagonist -6.6, OXTR potentiator -3.7, CHO parental Ca -13.7, TAAR1 antagonist -18.1, CHRM1 agonist -4.2 and TAAR1 ag 0.8.
Screening CCCOC(=O)c1c(-c2ccc(C)cc2C)csc1NC(=O)C1C2CCC(O2)C1C(=O)O (configuration not stated) returned V1aR counter 0.6, M1 PAM 7.1, OXTR agonist 0.4, CHRM1 antagonist 3.2, OXTR potentiator 2.6, CHO parental Ca 5.6, TAAR1 antagonist -5.6, CHRM1 agonist -7.7 and TAAR1 ag 3.5.
Screening CC(C)(Oc1ccc(Cl)cc1)C(=O)Nc1ccncc1 returned V1aR counter 6.0, M1 PAM -5.6, OXTR agonist 7.9, CHRM1 antagonist 10.1, OXTR potentiator -26.3, CHO parental Ca 36.7*, TAAR1 antagonist -0.9, CHRM1 agonist 0.1 and TAAR1 ag 7.9.
COc1ccc(-c2ccc(=O)n(Cc3cccc(Cl)c3)n2)cc1 was read as V1aR counter 2.2, M1 PAM 2.0, OXTR agonist 1.7, CHRM1 antagonist 6.0, OXTR potentiator -6.6, CHO parental Ca 9.6, TAAR1 antagonist -7.7, CHRM1 agonist 1.2 and TAAR1 ag 8.0.

Compound activity deposited in PubChem BioAssay by The Scripps Research Institute Molecular Screening Center.
